Screening data (PubChem BioAssay)
Apoferritin bind = candidate novel general anesthetic via apoferritin binding | Potency, µM (highest dose often 77.5 µM), for inactives: at the highest dose activity change, negative = displacement, actives largely listed as inhibitors | 350,000 tested, 0.074% active | apoferritin/1-aminoanthracene competitive binding, fluorescence | P02791; also: % is scaled to controls: 0 for no effect and ±100 for the full control effect; nearly all actives have a fitted effect of over 20% in size
Target sequence (P02791 2-175 limits assumed): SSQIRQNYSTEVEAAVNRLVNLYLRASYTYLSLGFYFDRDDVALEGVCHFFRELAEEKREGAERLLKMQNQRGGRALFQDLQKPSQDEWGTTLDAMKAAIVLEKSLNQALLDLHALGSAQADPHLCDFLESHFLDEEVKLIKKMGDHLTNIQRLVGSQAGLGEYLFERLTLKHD
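Steps: apoferritin (10 uM) was premixed with half-saturated 1-AMA in PBS, compounds were pin-transferred, plates stood 10 min at room temperature, fluorescence was read at 380/535 nm, and curves were fitted with a Hill equation.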
APE1 inh = blocks human APE1 abasic DNA cleavage; Potency, µM (titrated, usually from 65.8 µM), without a hit: at the top dose activity change, negative = inhibition, most hits filed as inhibitors; AID 2517; 350,000 tested, 0.35% active; recombinant APE1, TAMRA/BHQ-2 abasic DNA cleavage fluorescence; P27695;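 also: plate controls were vehicle for no effect and reference inhibitor for full effect; nearly all actives have a fitted effect of over 55% in size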
Target sequence (P27695 whole entry, looked up): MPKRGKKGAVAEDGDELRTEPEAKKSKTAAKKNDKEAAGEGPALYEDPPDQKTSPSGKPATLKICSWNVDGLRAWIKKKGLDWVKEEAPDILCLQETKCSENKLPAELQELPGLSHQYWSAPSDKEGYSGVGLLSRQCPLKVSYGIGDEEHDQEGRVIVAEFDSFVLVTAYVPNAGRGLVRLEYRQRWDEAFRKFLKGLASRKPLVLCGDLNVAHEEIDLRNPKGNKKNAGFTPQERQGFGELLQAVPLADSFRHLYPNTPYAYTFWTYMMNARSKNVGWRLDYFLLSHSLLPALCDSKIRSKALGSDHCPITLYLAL
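Compound pre-exposure to 0.75 nM APE1, 15 min at ambient temperature. Reaction initiated with 50 nM TAMRA/BHQ-2 THF substrate, read immediately in kinetic mode, 525 nm excitation, 598 nm emission.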
POLB inh = DNA polymerase beta (human) inhibition | Pol beta primer extension/strand displacement, fluorescence kinetic | Potency, µM (top dose mostly 114 µM), without a hit: at the top dose activity change, negative = inhibition, actives largely listed as inhibitors | 340,000 tested, 1.3% active | P06746 | AID 485314; also: % is scaled to controls: 0 for no effect and ±100 for the full control effect
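Pol beta (10 nM) was preincubated with compound for 15 min at room temperature. The reaction was then started with 50 nM substrate and read immediately and after a further 10 min at room temperature.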
G9a inh = G9a (human) methyltransferase inhibition. Q96KQ7. G9a H3K9 monomethylation, AlphaScreen, 2 h. 350,000 tested, 8.8% active. Potency, µM (titrated, usually from 102 µM), inactives show top-dose activity, negative = inhibition, most hits filed as inhibitors; also: % is scaled to controls: 0 for no effect and ±100 for the full control effect; nearly all actives have a fitted effect of over 75% in size
Target sequence (Q96KQ7 913-1193 limits assumed): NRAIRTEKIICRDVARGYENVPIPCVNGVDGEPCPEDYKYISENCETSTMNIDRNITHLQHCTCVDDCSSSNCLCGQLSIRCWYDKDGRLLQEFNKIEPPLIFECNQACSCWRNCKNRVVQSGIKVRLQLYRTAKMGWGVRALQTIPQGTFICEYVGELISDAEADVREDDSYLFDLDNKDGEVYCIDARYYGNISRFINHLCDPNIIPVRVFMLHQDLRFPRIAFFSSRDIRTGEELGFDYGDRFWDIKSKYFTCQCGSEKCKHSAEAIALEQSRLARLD
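G9a (20 nM) was preincubated 15 min with compound, then reacted 2 h at room temperature with 500 nM biotin-H3K9 peptide and 20 µM SAM. Monomethyl-H3K9 detected by AlphaScreen using anti-H3K9me1 antibody.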
BLM inh = inhibitors of human Bloom syndrome helicase BLM | Potency, µM (series often up to 56.1 µM), inactives show at the top dose activity change, negative = inhibition, most hits filed as inhibitors | 350,000 tested, 0.2% active | recombinant BLM DNA unwinding, fluorescence dequenching | P54132 | AID 2528;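 also: plate controls were vehicle for no effect and no enzyme for full effect; nearly all actives have a fitted effect of over 35% in size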
POLH inh = blocks human DNA polymerase eta activity | Potency, µM (titrated, usually from 114 µM), inactives show at the top dose activity change, negative = inhibition, actives largely listed as inhibitors | Q9Y253 | 390,000 tested, 1.2% active | recombinant Pol eta, fluorescent DNA replication assay; also: % is scaled to controls: 0 for no effect and ±100 for the full control effect
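Pol eta at 10 nM preincubated with compounds 15 min at room temperature; reaction started with fluorescent substrate (50 nM final) and read kinetically at 0 and 10 min.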
POLK inh = inhibitors of human DNA polymerase kappa. AID 588579. 400,000 tested, 0.53% active. Potency, µM (highest dose often 107 µM), for inactives: top-dose activity, negative = inhibition, hits mostly inhibitors. purified Pol kappa, fluorescent DNA synthesis assay, 10 min; also: % is scaled to controls: 0 for no effect and ±100 for the full control effect
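Pol kappa 10 nM + cpd, 15 min RT; start w/ substrate 50 nM final; fluorescence kinetic read, 0 and 10 min. Neg ctrl: buffer, no enzyme.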
BAZ2B inh = inhibitors of human BAZ2B bromodomain; AlphaScreen BAZ2B-H3K14Ac peptide displacement; Q9UIF8; AID 504333; 360,000 tested, 4.4% active; Potency, µM (titrated, usually from 114 µM), for the others: top-dose activity change, negative = inhibition, hits mostly inhibitors; also: % is scaled to controls: 0 for no effect and ±100 for the full control effect; nearly all actives have a fitted effect of over 60% in size
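Inhibition is scored as reduced AlphaScreen emission. The BAZ2B/b-H3(5-23)K14Ac complex (50 nM each) in PBS pH 7.4, 0.01% Tween-20 meets compound (up to 110 uM) for 30 min at RT before bead addition.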
POLI inh = blocks human DNA polymerase iota activity; Q9UNA4; Pol iota fluorescent replication assay, 10 min; Potency, µM (highest dose often 115 µM), for inactives: at the top dose activity, negative = inhibition, most hits filed as inhibitors; 390,000 tested, 1% active; AID 588590
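Fluorescent replication assay read twice, at 0 min and 10 min after adding 50 nM (final) substrate. Enzyme (10 nM) and compounds were first incubated 15 min at room temperature; enzyme-free buffer wells were negative controls.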
* hit, by the source's call; ? = inconclusive; / = not tested or not shown; [ ] = remark or other dose. Calls follow the shape of the dose curve; as a rule, active = well fitted curve in the direction sought with a large enough effect; inconclusive = small, poorly fitted or top-dose-only effect, or another doubt; inactive = no such curve, though single readings can be large; an effect the other way counts as inactive or inconclusive. Potency is read from the fitted curve at half-maximal effect. A portion of the library (hit frequency here may not be typical).

Apoferritin bind	APE1 inh	POLB inh	G9a inh	BLM inh	POLH inh	POLK inh	BAZ2B inh	POLI inh	Structure
/	22%	/	-22%	/	-14%	-5%	7%	-17%	CC1CCCCN1S(=O)(=O)CCNC(=O)c1ccccc1 (configuration not stated)
?	0%	11%	?	-2%	0%	-1%	-38%	11%	Cc1ccc(-c2csc(N)n2)s1
-18%	0%	11%	-50%	-5%	-15%	-2%	-1%	?	O=C(Oc1cccnc1)c1ccc(Cl)c(Cl)c1
/	3%	/	/	/	-17%	7%	/	?	CCN(CC)C(=O)[C@H]1C[C@H](CC(=O)NCc2ccc(OC)c(OC)c2)C(=O)N2CCc3c([nH]c4cc(-c5ccco5)ccc34)[C@]12C
-4%	-14%	1%	-5%[0.501 µM]	1%	5%	-14%	-11%	76%[activator]	COc1ccccc1N1CCNC(C)C1=O (configuration not stated)
-11%	1%	10%	/	-7%	-18%	-6%	-29%	2%	C#Cc1ccc([C@@H]2C=C(C(=O)N3CCN(Cc4ccccc4)CC3)O[C@H](OCC)[C@H]2CCCO)cc1
4%	11%	-24%	-2%[59 µM]	-1%	3%	-16%	-6%	7%	CC1=C(C(=O)OC(C)C)C(c2ccc(C)o2)NC(=O)N1 (configuration not stated)
1%	/	22%	?	-9%	-6%	0%	/	9%	O=C(Nc1ccc(Br)cc1F)C(NS(=O)(=O)c1cccc2nsnc12)c1ccccc1 (configuration not stated)
2%	3%	2%	12%[59 µM]	-7%	4%	8%	25%	5%	O=C(NNS(=O)(=O)c1ccc(F)cc1)c1cnn(-c2ccccc2)c1C(F)(F)F
1%	-6%	10%	8.9µM*	-4%	12%	-15%	-19%	67%[activator]	COc1ccc(N2CCN(C(=S)Nc3ccc(S(N)(=O)=O)cc3)CC2)cc1
-13%	3%	12%	0%	-9%	-5%	-2%	-29%	4%	O=C(COc1cc2oc(=O)cc(-c3ccccc3)c2cc1Cl)NCCN1CCOCC1
-5%	40%	7%	15%	-2%	-1%	-11%	3%	27%	COc1ccc(S(=O)(=O)N2CCCC(C(=O)NC3CC3)C2)cc1Cl (configuration not stated)
-4%	18%	20%	22%	-2%	2%	-2%	1%	2%	COc1ccc(Cl)cc1C(=O)Nn1cnc2ccccc2c1=O
-3%	7%	0%	21%[59 µM]	3%	-11%	-7%	5%	-2%	COCCN1Cc2cccc(C(=O)N3CCN(c4ccccc4)CC3)c2C1=O
-9%	-6%	17%	14%[59 µM]	-5%	-3%	-16%	4%	-14%	COc1ccccc1OCCN(C#N)c1nc(N(C)C)nc(N(C)C)n1
?	-4%	4%	10%	-3%	/	/	-5%	/	Cc1ccc(-n2nc(C)c(C3C(C#N)=C(N)OC4=C3C(=O)CCC4)c2Cl)cc1 (configuration not stated)
-24%	-3%	39%	/	0%	8%	-15%	-22%	6%	COc1ccc2nc(Sc3c([N+](=O)[O-])nc(C)n3Cc3ccccc3)[nH]c2c1
-5%	-4%	21%	7%	3%	-3%	17%	-4%	27%	COc1ccc(Nc2nc(C)cc(C)c2C#N)cc1OC
-20%	-11%	4%	/	-14%	-12%	-18%	8.9µM*	?	CCOC(=O)C1CCCN(C2=C(NS(=O)(=O)c3ccc(Br)cc3)C(=O)c3ccccc3C2=O)C1 (configuration not stated)
-4%	-14%	2%	79µM*	-2%	-3%	-7%	8%	47%[activator]	NC(=O)CSc1nc2ccccc2c(=O)n1CCc1ccccc1

BAZ2B inh: entries above that show a hit.
Apoferritin bind	APE1 inh	POLB inh	G9a inh	BLM inh	POLH inh	POLK inh	BAZ2B inh	POLI inh	Structure
-20%	-11%	4%	/	-14%	-12%	-18%	8.9µM*	?	CCOC(=O)C1CCCN(C2=C(NS(=O)(=O)c3ccc(Br)cc3)C(=O)c3ccccc3C2=O)C1 (configuration not stated)

Remaining list, next part.
Apoferritin bind	APE1 inh	POLB inh	G9a inh	BLM inh	POLH inh	POLK inh	BAZ2B inh	POLI inh	Structure
-16%	-2%	-16%	?	-7%	-14%	-14%	?	35%[activator]	COc1ccc(C2C(C#N)=C(C)NC3=C2C(=O)c2ccccc23)cc1 (configuration not stated)
-17%	-3%	2%	50µM*	0%	-18%	3%	-2%	-6%	Cc1ccc2[nH]cc(C(=O)CN3CCN(c4ccccn4)CC3)c2c1
1%	9%	?	-4%	-2%	-19%	-3%	-3%	24%	O=C(Nc1ccccc1Cl)c1cccc(NC(=O)C2CCCC2)c1
-8%	11%	-18%	-31%	-5%	1%	-14%	16%	-29%	NC(=O)COC(=O)c1cccc(S(=O)(=O)N2CCN(c3ccccc3)CC2)c1
-1%	0%	15%	14%[59 µM]	5%	-8%	-13%	12%	16%	COc1ccccc1S(=O)(=O)Cc1ccc(C(=O)N2CCN(c3cccc(Cl)c3)CC2)o1
?	-1%	1%	32µM*	-4%	-6%	-1%	?	1%	O=C(OCC#CCSc1nnc(-c2ccc([N+](=O)[O-])cc2)o1)c1cccs1
/	39%	/	6%[0.501 µM]	/	-14%	0%	1%	-3%	COc1ccccc1CNC(=O)COC(=O)c1ccc(-n2cnnn2)cc1
?	4%	4%	3%[59 µM]	-2%	-21%	-3%	-5%	26%	O=c1[nH]c(CCC2CCCC2)nc2ccccc12
-23%	3%	0%	17%	-3%	-2%	-4%	6%	15%	CCCn1c2ccccc2c2nnc(SCC(=O)OC)nc21
-5%	-2%	2%	-17%	-10%	-9%	-17%	-9%	45%[activator]	ClC(Cl)(Cl)c1nc(N/N=C/c2ccncc2)c2ccccc2n1
-12%	-17%	-1%	/	0%	-4%	-5%	-37%	-19%	NC(=O)CC(NC(=O)Cc1ccc(Cl)cc1)c1ccc(NC2CCCCCC2)c([N+](=O)[O-])c1 (configuration not stated)
-14%	-1%	26%	-8%	1%	-8%	1%	/	62%[activator]	O=C(Nc1ccccc1Cl)c1ccccc1
-13%	1%	5%	1%[59 µM]	-3%	2%	3%	-6%	103%[activator]	Cc1cc(C(=O)Nc2ccc3c(c2)OCO3)cs1
16%	6%	-24%	-35%[59 µM]	-2%	-9%	-5%	?	29%	CSCCC(NC(=O)c1ccccc1)C(=O)NC1CCCC1 (configuration not stated)
-6%	/	2%	1%[59 µM]	-11%	-13%	13%	-14%	21%	COc1cc(OC)c(NC(=O)c2cn(C3CCCC3)c(=O)c3c2c2ccccc2n3C)cc1Cl
-8%	0%	10%	9%	-3%	-12%	-7%	1%	136%[activator]	O=C1CN(C(=O)c2cccc(F)c2)C(c2ccc(F)cc2)c2cc(F)ccc2N1 (configuration not stated)
1%	/	?	-22%[59 µM]	-3%	5%	3%[60.1 µM]	-17%	-17%	CCCSc1nnc2c(n1)OC(c1ccc(OCC(=O)O)cc1)Nc1ccccc1-2 (configuration not stated)
3%	4%	2%	-2%	-1%	-21%	-1%	-9%	46%[activator]	Cc1ccc(Cl)cc1NC(=O)N[C@@H](CC(C)C)C(=O)O
-8%	-2%	2%	-29%	-1%	-24%	-6%	2%	104%[activator]	CN(Cc1ccccc1F)c1nc(-c2cccnc2)nc2ccccc12
-10%	45%	16%	6%[0.501 µM]	-4%	-6%	-2%	-32%	8%	Cc1ccc(OC(C)C(=O)Nc2ccc3c(c2)n(C)c(=O)n3C)cc1C (configuration not stated)

A draw from above in order of SMILES length, descending.
Apoferritin bind	APE1 inh	POLB inh	G9a inh	BLM inh	POLH inh	POLK inh	BAZ2B inh	POLI inh	Structure
-17%	-3%	2%	50µM*	0%	-18%	3%	-2%	-6%	Cc1ccc2[nH]cc(C(=O)CN3CCN(c4ccccn4)CC3)c2c1
-5%	-2%	2%	-17%	-10%	-9%	-17%	-9%	45%[activator]	ClC(Cl)(Cl)c1nc(N/N=C/c2ccncc2)c2ccccc2n1
16%	6%	-24%	-35%[59 µM]	-2%	-9%	-5%	?	29%	CSCCC(NC(=O)c1ccccc1)C(=O)NC1CCCC1 (configuration not stated)
-14%	-1%	26%	-8%	1%	-8%	1%	/	62%[activator]	O=C(Nc1ccccc1Cl)c1ccccc1
?	0%	11%	?	-2%	0%	-1%	-38%	11%	Cc1ccc(-c2csc(N)n2)s1

Continuation.
Apoferritin bind	APE1 inh	POLB inh	G9a inh	BLM inh	POLH inh	POLK inh	BAZ2B inh	POLI inh	Structure
4%	5%	-4%	32µM*	2%	-6%	-8%	-2%	7%	COc1ccc(N2CCN(C(CNC(=O)C(=O)NCC3CCCO3)c3ccco3)CC2)cc1 (configuration not stated)
-8%	3%	2%	35µM*	-9%	-7%	-15%	-18%	49%[activator]	Cc1cc(C)nc(N/N=C2/CCSc3ccc(F)cc32)n1
-12%	0%	11%	/	-5%	-9%	-8%	-7%	20%	CC(=O)N1N=C(c2ccc(Cl)cc2)CC1c1ccc([N+](=O)[O-])cc1 (configuration not stated)
78%[activator]	-7%	-27%	-20%	1%	/	/	-28%	/	CNC(=O)c1cc2c(=O)n3cc(C)ccc3nc2n(Cc2ccco2)c1=N
-3%	/	28%	-35%[59 µM]	-4%	-4%	-6%	4%	169%[activator]	CCOCCc1nnc(NC(=O)C(=O)c2cc(C)n(-c3cccc(Cl)c3)c2C)s1
-3%	0%	3%	10%[59 µM]	-2%	-22%	1%	-6%	35%[activator]	COc1ccc(NC(=O)C2=C(C)C(=O)OC23CCC(C)CC3)c(OC)c1 (configuration not stated)
-7%	2%	?	33%	-2%	-18%	-3%	1%	54%[activator]	CCOC(=O)c1cnc2c(-c3ccc(Cl)cc3)cnn2c1C
1%	/	-2%	-2%[59 µM]	0%	2%	-5%	-11%	2%	CCOC(=O)C1CCN(C(=O)c2ccc3c(c2)sc2nc(-c4ccccc4)cn23)CC1
-7%	-10%	53%	/	-8%	-2%	2%	-5%	24%	C=CCN1C(=S)CC(c2ccccc2)=Nc2ccccc21
